# Compound activity from PubChem.
# 14-3-3 PPI = 14-3-3 gamma protein interaction modulation; P61981; FP, 14-3-3gamma / TMR-pS259-Raf peptide binding; 0.19% of 160,000 active; inhibition, % at 40 µM; AID 422; in the data active = inhibition above about 30%;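 also: 0% = protein plus tracer without compound and 100% = blank with tracer alone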
# Target sequence (P61981 whole entry, looked up): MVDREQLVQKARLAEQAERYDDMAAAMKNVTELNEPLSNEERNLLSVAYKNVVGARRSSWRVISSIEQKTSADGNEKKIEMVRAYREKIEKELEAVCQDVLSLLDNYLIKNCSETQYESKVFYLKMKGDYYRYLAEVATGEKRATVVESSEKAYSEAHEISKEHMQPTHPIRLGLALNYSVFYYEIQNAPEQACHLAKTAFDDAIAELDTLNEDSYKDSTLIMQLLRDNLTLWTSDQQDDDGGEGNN
# Numbers without * were called inactive; & = joins results of further samples. Not all compounds are listed; the hit share may differ from the screen's.
SMILES,14-3-3 PPI
Cc1ccccc1-c1nc(CN2CCC(C(=O)NCc3ccco3)CC2)c(C)o1,-6
C=CCNC(=O)c1ccc2c(=O)n(CCOC)c(=S)[nH]c2c1,-5
O=C(C1CCN(S(=O)(=O)c2cccs2)CC1)N1CCN(c2ccccc2Cl)CC1,-3
COc1cc(C(O)P(=O)(OC2CCCCC2)c2ccc(N(C)C)cc2)cc(OC)c1OC (stereo not drawn),-3
Cc1ccc(NC(=O)CSc2nc3c(cnn3-c3ccc(C)cc3)c(=O)[nH]2)cc1,8
COc1ccc(-c2nc3ccccc3o2)cc1NC(=O)c1sc2ccccc2c1Cl,-5
CCOC(=O)c1ccc(NC(=O)CCc2nc(-c3ccc(Cl)cc3)no2)cc1,-14
O=C(CCN1C(=O)COc2ccccc21)NCCc1ccc(Cl)cc1,10
Cc1ccc(NC(=O)CCn2c(=O)[nH]c3ccsc3c2=O)cc1,7
CCCOCCOC(=O)C1=C(C)NC2=C(C(=O)CC(C)(C)C2)C1c1ccsc1 (stereo not drawn),8
COc1ccc(-c2cn(-c3ccc(OC)cc3)c(SCC(=O)Nc3ccc(Cl)cc3)n2)cc1,-13
CN(C(=O)CCNC(=O)Cn1ccc2ccccc2c1=O)c1cccc(Cl)c1,0
C/C=C/Cn1c(Br)nc2c1c(=O)n(C)c(=O)n2C,-2
COC(=O)c1ccc2[nH]c3c(c2c1)CCCC3,-8
COc1ccc(C(=O)/C=C/N2CCCCC2)cc1OC,-2
Cc1cc(C)n(C(=O)CCCCCC(=O)n2nc(C)cc2C)n1,-1
CCC(=O)N(CCC(c1ccc(C)cc1)c1ccco1)Cc1ccccc1 (stereo not drawn),-13
CCn1c(SCC(=O)Nc2nc(C)c(C)s2)nnc1-c1ccco1,3
CCOC(=O)c1ccccc1NS(=O)(=O)c1ccccc1F,1
COC(=O)c1c(C)oc2ccc(N(C(=O)c3ccc([N+](=O)[O-])cc3)S(=O)(=O)c3ccc(Br)cc3)cc12,-10
COc1cc(C(=O)Oc2cc(N)n(S(=O)(=O)c3ccccc3)n2)cc(OC)c1OC,3
COc1ccc(C23CC4CC(CC(C4)C2)C3)cc1N=Cc1ccc([N+](=O)[O-])cc1,-161
CCOc1ccc(-c2ncnn2-c2sc3c(c2C#N)CCCC3)cc1,-1
N#Cc1ccccc1OCCN1C(=O)c2ccccc2C1=O,-4
CCOC(=O)c1cccc(N2C(=O)c3ccccc3S2(=O)=O)c1,-6
CC1(C)CC(=O)C2=C(C1)Nc1ccccc1NC2c1cccc(C(F)(F)F)c1 (stereo not drawn),2
CCOC(=O)Nc1cc2c(cc1C(C)=O)OCO2,2
COc1ccc(-c2nc3ccccc3o2)cc1NC(=O)c1cc(Br)ccc1OC,-17
COc1cccc(C(=O)Nc2cccc(-c3nc4ccc(C(=O)c5ccccc5)cc4[nH]3)c2)c1,-6
CCc1ccc(CNC(=O)C2CCCN(c3nc4ccccc4o3)C2)cc1 (stereo not drawn),-2
CCN(CC)C(=O)c1sc2nc(C)nc(N3CCCCC3)c2c1C,15
O=C(CN1CCCCC1)Nc1ccc(Br)cc1,4
O=C(c1cc2nc(-c3ccco3)cc(C(F)(F)F)n2n1)N1CCN(c2ccc(F)cc2)CC1,-9&-14
Ic1ccc(N2CCN(Cc3c[nH]c4ncccc34)CC2)cc1,-7
CCCCNc1nc(SCc2cc(F)cc3c2OCOC3)nc2ccccc12,1
O=C(CN1CC(=O)Oc2ccccc21)NCc1ccco1,-10
COc1cc(-c2cc(C(F)(F)F)n3ncc(C(=O)Nc4ccc(Cl)cc4)c3n2)cc(OC)c1OC,11
CCOc1ccc(NC(=O)C2CCCN(S(=O)(=O)c3cccc4nonc34)C2)cc1 (stereo not drawn),-115
c1ccc(C(Cc2nc(-c3ccncc3)no2)c2ccccc2)cc1,10&-5
CCCCn1c(SCC(N)=O)nnc1-c1cc(OC)c(OC)c(OC)c1,-13
O=[N+]([O-])c1ccc(CSc2ncnc3c2ncn3[C@@H]2O[C@H](CO)[C@H](O)C2O)cc1 (stereo partly drawn),2
OC(CN1C2=NCCN2c2ccccc21)c1ccccc1 (stereo not drawn),1
CCOc1cccc(C=Nc2ccc3oc(-c4ccc(Cl)cc4)nc3c2)c1O,-25
N#Cc1c(-c2cccs2)cc(-c2ccccn2)nc1N,-19
CCN(c1ccccc1)S(=O)(=O)c1ccc2[nH]cc(C(=O)NCc3ccccc3Cl)c(=O)c2c1,-6
CC(=O)c1cc2c(cc1NC(=O)c1cnc(C)cn1)OCO2,-3
CCc1cc(=O)oc2cc(C)cc(O)c12,-8
Cc1cccc(C)c1NC(=O)C1c2ccccc2Oc2ccccc21,0
C/C(N)=C(/C#N)C(=O)CSc1nnc(COc2ccccc2Cl)o1,-13
Cc1ccc(Cl)cc1NC(=O)CS(=O)(=O)c1nc2ccc(NC(=O)c3ccccc3Br)cc2s1,-19
CC(=O)Oc1ccc2oc(=O)c3c(c2c1)CCCN3C(=O)CN1CCN(c2ncccn2)CC1,-4&-4
COCCOC(=O)C1=C(C)NC2=C(C(=O)CC(c3ccc(Cl)cc3)C2)C1c1ccc([N+](=O)[O-])cc1 (stereo not drawn),-4
Cc1ccc(S(=O)(=O)N2CCN(c3nc(-c4ccccc4)cs3)CC2)cc1,-6
CCOC(=O)c1[nH]c2ccccc2c1NC(=O)c1ccc(Br)cc1,11
CCCCCn1c(=O)[nH]c2cc(C(=O)NCc3cccnc3)ccc2c1=O,-2
CC1(C)CC(=O)C2=C(C1)c1c(ccc3ccccc13)NC2c1ccccc1C(F)(F)F (stereo not drawn),-8
c1ccc(-n2c(Cc3cccnc3)nc3cnccc32)cc1,-9
CCSCCOC(=O)C1=C(C)NC2=C(C(=O)CC(C)(C)C2)C1c1ccc2c(c1)OCO2 (stereo not drawn),4
COc1ccc(NC(=O)NC(C)c2ccncc2)cc1OC (stereo not drawn),-1
COc1ccc2c(Cl)c(C(=O)O)sc2c1,-1

# Reprinted from the entries so far, 2 compounds:
SMILES,14-3-3 PPI
COc1ccc(NC(=O)NC(C)c2ccncc2)cc1OC (stereo not drawn),-1
COc1ccc2c(Cl)c(C(=O)O)sc2c1,-1

# Next structures follow.
SMILES,14-3-3 PPI
CCCOc1cccc(C2C(C(=O)c3ccco3)=C(O)C(=O)N2CCN(CC)CC)c1 (stereo not drawn),0
CC(=O)Nc1cc(C(=O)NCCN2C(C)CCCC2C)ccc1Sc1ccc(C)cc1 (stereo not drawn),-12
CCc1nc2ccccc2n1S(=O)(=O)c1ccc(C)c([N+](=O)[O-])c1,-5
CCOc1ccc(N2C(=O)C3C(c4cccc(OC)c4OC)NN(C(=O)c4cccc(Br)c4)C3C2=O)cc1 (stereo not drawn),1
COc1cc(C(=O)Nc2c3c(nn2-c2ccc(Cl)cc2)CS(=O)(=O)C3)cc(OC)c1OC,-1
O=C(CCN1C(=O)c2ccccc2C1=O)Nc1ccc(S(=O)(=O)NC2=NCCCCC2)cc1,-2
Cn1c(=O)cc(N2CCCCC2)[nH]c1=O,-3
CCOC(=O)C1=C(N)OC2=C(C(=O)CC(C)(C)C2)C1c1ccccc1OCC#N (stereo not drawn),-4
Cc1cc(NS(=O)(=O)c2ccc(NC(=O)C(CC(C)C)N3C(=O)c4ccccc4C3=O)cc2)nc(C)n1 (stereo not drawn),2
CCN(CC)CC(=O)Nc1ccc(C)cc1Br,-12
Cc1ccc(-c2nnc(SCC(=O)N3CCOCC3)o2)cc1,-12
CCOCCCNC(=O)c1ccc2c(c1)ncn2-c1cccc(F)c1,-8
CCOc1cccc(C2CC(c3cccc(Br)c3)=NC(c3cccc(OC)c3)N2)c1O (stereo not drawn),2
CCCCNc1c(Cl)c(Cl)nc(Cl)c1C(=O)O,0
Cc1csc(NC(=O)C2CCCN(S(=O)(=O)c3ccc(Br)s3)C2)n1 (stereo not drawn),-9&-6
Cc1cc(=O)n(CC=C(Cl)Cl)c2ccccc12,-5
Cc1cccc(C(=O)Nc2sc3c(c2C(=O)N2CCOCC2)CCCC3)c1,5
CC1CCC(NC(=O)CCCCCn2c(=S)[nH]c3cc4c(cc3c2=O)OCO4)CC1 (stereo not drawn),-8
CCOCCCn1c(=S)[nH]c2cc(OC)c(OC)cc2c1=O,3
O=C(CC1CCCC1)NCCc1cn2ccccc2n1,0
COc1cc(C(=S)N2CCOCC2)ccc1OC(=O)c1ccc([N+](=O)[O-])cc1,-4
Cc1cc(OCC(=O)Nc2cccnc2)ccc1[N+](=O)[O-],-3
O=C(CCn1c(=O)c2sccc2n(CC(=O)c2ccc(F)cc2)c1=O)NCc1ccc2c(c1)OCO2,-12
Cc1c(Cc2ccccc2)c(=O)oc2cc(OC3CCCCC3=O)ccc12 (stereo not drawn),-10
COc1ccc(S(=O)(=O)N2CCN(CC(=O)Nc3cccc(F)c3)CC2)cc1,-5&-2
CCOC(=O)c1ccc(NC(=O)CN2CCCCC2)cc1,31*
COCCOC(=O)c1c(C)oc2ccc(OC(=O)c3ccc(C)cc3)cc12,2
CC1=C(C(=O)OC(C)C)C(c2cccnc2)C2=C(CC(c3ccccc3)CC2=O)N1 (stereo not drawn),3
CC(C)CCNC(=O)CCN1C(=O)c2ccccc2C1=O,1
COc1ccc(-c2cc(C(=O)OC(C)C)c3ccccc3n2)cc1,10
CC(=O)C1=C(C)Nc2nnnn2C1c1ccc(Cl)cc1 (stereo not drawn),-4
Cc1cc(C)cc(NC(=O)c2cc3n(n2)C(C(F)(F)F)CC(c2ccc4c(c2)OCO4)N3)c1 (stereo not drawn),2
COc1ccc(CNCc2cc(OC)c(OC)cc2OC)cc1,1
CCOC(=O)C1=C(O)C(=O)N(c2ccc(S(N)(=O)=O)cc2)C1c1ccccc1 (stereo not drawn),-5
CSC1=C(C#N)C(CC(C)C)C2=C(CCCC2=O)N1 (stereo not drawn),-7
COc1ccc(CCNC(=O)CSc2ncnc3c2oc2ccccc23)cc1OC,-8

# Rewritten bar-delimited: part of the list above
Compound | 14-3-3 PPI
Cc1cc(=O)n(CC=C(Cl)Cl)c2ccccc12 | -5
Cc1cccc(C(=O)Nc2sc3c(c2C(=O)N2CCOCC2)CCCC3)c1 | 5
CC1CCC(NC(=O)CCCCCn2c(=S)[nH]c3cc4c(cc3c2=O)OCO4)CC1 (stereo not drawn) | -8
CCOCCCn1c(=S)[nH]c2cc(OC)c(OC)cc2c1=O | 3
O=C(CC1CCCC1)NCCc1cn2ccccc2n1 | 0
COc1cc(C(=S)N2CCOCC2)ccc1OC(=O)c1ccc([N+](=O)[O-])cc1 | -4
Cc1cc(OCC(=O)Nc2cccnc2)ccc1[N+](=O)[O-] | -3
O=C(CCn1c(=O)c2sccc2n(CC(=O)c2ccc(F)cc2)c1=O)NCc1ccc2c(c1)OCO2 | -12
Cc1c(Cc2ccccc2)c(=O)oc2cc(OC3CCCCC3=O)ccc12 (stereo not drawn) | -10
COc1ccc(S(=O)(=O)N2CCN(CC(=O)Nc3cccc(F)c3)CC2)cc1 | -5&-2
CCOC(=O)c1ccc(NC(=O)CN2CCCCC2)cc1 | 31*
COCCOC(=O)c1c(C)oc2ccc(OC(=O)c3ccc(C)cc3)cc12 | 2
CC1=C(C(=O)OC(C)C)C(c2cccnc2)C2=C(CC(c3ccccc3)CC2=O)N1 (stereo not drawn) | 3
CC(C)CCNC(=O)CCN1C(=O)c2ccccc2C1=O | 1
COc1ccc(-c2cc(C(=O)OC(C)C)c3ccccc3n2)cc1 | 10
CC(=O)C1=C(C)Nc2nnnn2C1c1ccc(Cl)cc1 (stereo not drawn) | -4
Cc1cc(C)cc(NC(=O)c2cc3n(n2)C(C(F)(F)F)CC(c2ccc4c(c2)OCO4)N3)c1 (stereo not drawn) | 2
COc1ccc(CNCc2cc(OC)c(OC)cc2OC)cc1 | 1

# Later entries
SMILES,14-3-3 PPI
O=c1oc2ccc3ccccc3c2cc1-c1csc(Nc2ccccc2F)n1,-93
CCn1c(SCC(=O)N2CCOCC2)nc(O)cc1=O,0
C=CCn1c(SCC(=O)NC2CCCCC2)nnc1-c1sc(N)nc1C,-5
COc1ccc(OCC2c3cc(OC)c(OC)cc3CCN2C(=O)Nc2ccc(Cl)cc2)cc1 (stereo not drawn),-6
CN(C)CCCN1c2ccccc2Sc2ccc(C(F)(F)F)cc21,-5&2
O=C(Nc1ccc(-c2nc3ccccc3o2)c(O)c1)c1cc(-n2cnnc2)ccc1Cl,-69
CCCN(CCC)C(=O)c1cc(-c2ccc(C)cc2)nc2ccccc12,1
CC(C)(C#N)C(C)(C)c1nn[nH]n1,-2
Cc1ccc(S(=O)(=O)N2C(=O)CSC2=Nc2ccccc2)cc1,-36
COc1cc(-c2nc(-c3ccc(C)nc3OC)no2)cc(OC)c1OC,-5
N#CC1=C(N)Oc2cc(N)ccc2C1C1CCCCC1 (stereo not drawn),-2
COc1ccc(OC)c(NC(=O)c2c(NCc3ccc(C)o3)sc3c2CCCC3)c1,-6
CCOc1ccc2nc(C34CC5CC(CC(C5)C3)C4)ccc2c1,-8
O=C(Cn1c(=O)n(Cc2ccco2)c(=O)c2cc(Cl)ccc21)NCC1CCCO1 (stereo not drawn),-9&1
CCCCC(=O)Nc1cc(C)c2c(=O)oc3ccccc3c2n1,-20
CC1(C)CC(=O)C(C=NC(CCC(N)=O)C(=O)O)=C(O)C1 (stereo not drawn),-3
CNC(=O)c1c(NC(C)=O)sc2c1CCCCC2,-9
CC1(C)CC2CC(C)(CN2C(=O)c2cc3n(n2)C(C(F)(F)F)CC(c2ccco2)N3)C1 (stereo not drawn),-17
CCOC(=O)C1C(=O)NC(SCC(N)=O)=C(C#N)C1c1ccccc1OCC (stereo not drawn),-32
Cc1ccc(C)c(NC(=O)CSc2n[nH]c(-c3ccncc3)n2)c1,-9
COc1ccc2c(c1)CN(c1ccc(C)c(Cl)c1)CO2,0
COc1cc2[nH]c(=S)n(CCc3ccccc3)c(=O)c2cc1OC,-3
COc1ccc(C2CC(=O)C3=C(C2)Nc2ccccc2NC3c2ccc(C)s2)cc1OC (stereo not drawn),-22
Cc1c(C(=O)N2CCCCC2C)sc2nc(-c3ccccc3)cn12 (stereo not drawn),0
Cc1ccc(NCc2nnc(SCC(=O)NCc3ccco3)n2CC2CCCO2)c(C)c1 (stereo not drawn),3
O=C(Nc1ccncc1[N+](=O)[O-])c1cccs1,-11
